# Bioassay records from PubChem.
# TRPML3 agonist = human mucolipin-3 channel agonism | Q8TDD5 | HEK293 TRPML3-YFP, Fluo-8 calcium fluorescence; 100% = the carbachol control signal | activation, % at 3 µM | 220,000 compounds, 0.29% hits | AID 1448;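 active = activation above its plate's cutoff, the mean activation of the plate's test wells plus 3 SD, cut at about 12% in these data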;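 note: 0% = DMSO only wells and 100% = carbachol wells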
# Target sequence (Q8TDD5 whole entry, looked up): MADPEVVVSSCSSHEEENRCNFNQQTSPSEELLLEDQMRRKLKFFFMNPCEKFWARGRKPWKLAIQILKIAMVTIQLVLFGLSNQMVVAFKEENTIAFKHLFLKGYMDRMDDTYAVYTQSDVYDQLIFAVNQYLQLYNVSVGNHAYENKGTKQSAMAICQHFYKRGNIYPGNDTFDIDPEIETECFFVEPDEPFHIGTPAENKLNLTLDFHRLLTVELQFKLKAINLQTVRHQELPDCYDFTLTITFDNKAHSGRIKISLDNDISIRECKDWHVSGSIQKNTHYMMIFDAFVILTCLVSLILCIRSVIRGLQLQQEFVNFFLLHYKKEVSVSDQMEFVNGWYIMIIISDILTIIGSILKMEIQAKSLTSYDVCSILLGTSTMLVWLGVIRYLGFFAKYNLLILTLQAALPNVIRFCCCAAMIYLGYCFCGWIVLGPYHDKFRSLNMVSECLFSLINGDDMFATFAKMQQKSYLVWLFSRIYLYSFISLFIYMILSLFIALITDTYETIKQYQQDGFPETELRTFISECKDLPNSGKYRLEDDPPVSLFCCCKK
#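 Test system: HEK293 cells stably carrying human TRPML3-YFP; Doses: single dose, 3 µM final nominal compound, 0.3% DMSO final; Schedule: dye loading 1 h 37 °C then 30 min ambient, 125 s read; Technique: Fluo-8 calcium fluorescence; Benchmarks: high control carbachol 87 µM, low control DMSO.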
# zfTRPN1 agonist = zebrafish TRPN1 (NompC) channel agonism; HEK293 zebrafish TRPN1-YFP, Fluo-8 calcium fluorescence; 100% = response to 87 µM carbachol; activation, % at 3 µM; 220,000 compounds, 0.18% hits;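 active = activation above its plate's cutoff, the mean activation of test wells on that plate plus 3 SD, cut at about 19% in these data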;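 note: 0% = DMSO alone and 100% = 87 µM carbachol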
#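 Material: zebrafish TRPN1-YFP in HEK293 cells. Doses: one dose of 3 µM, 0.3% DMSO. Incubation: dye 1 h 37 °C plus 30 min RT. Measured by: intracellular calcium fluorescence with Fluo-8.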
# PPC-1+TRAIL kill = PPC-1 cancer cell killing with TRAIL present. PPC-1 cells + TRAIL, ATPLite viability luminescence. cell killing (% activity), % at 4 µM. 220,000 compounds, 0.41% hits. AID 1443;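 active = cell killing above 50% in the first pass at 4 µM, then a duplicate retest at 5 µM averaging 50% or more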;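 note: plate controls were cells with TRAIL plus DMSO for no effect and medium-only wells lacking cells for full effect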
# BaF3 tox = parental Ba/F3 viability inhibition as JAK2V617F counter-screen; CellTiter-Glo ATP luminescence; inhibition, % at 5.6 µM; 220,000 compounds, 1.1% hits;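 active = inhibition above a per-campaign cutoff, the mean inhibition of all tested compounds plus 3 SD, cut at about 27% in these data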;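 note: 0% = DMSO wells and 100% = JAK Inhibitor I control wells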
# Wee1 degr inh = inhibitors of human Wee1 degradation | HeLa Luc-Wee1K328M stability, luciferase luminescence; 100% = proteasome inhibitor MG132 effect | reporter increase, % at 5 µM | 220,000 compounds, 1.2% hits | AID 1321;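 active = activation above the mean of all tested compounds plus 3 SD, set per screening run, cut at about 8.8% in these data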;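 note: cells exposed to compound for 20 h before luminescence read; 0% = DMSO alone and 100% = MG132 at 30 µM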
# CHOP inhibitor = blocks CHOP induction under ER stress | CHO-K1 CHOP-promoter luciferase, tunicamycin-induced, 15-18 h | inhibition, % at 10 µM | 220,000 compounds, 3.8% hits | AID 2732;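 active = compounds that reduced the stress-induced luciferase reporter signal by more than about 70% of percent inhibition, limit read from the data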;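 note: 0% = tunicamycin plus vehicle and 100% = wells without tunicamycin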
# TNF death inh = blocks TNF-alpha induced death of Jurkat FADD-/- cells; 220,000 compounds, 0.068% hits; activation (protection from cell death), % at 10 µM; AID 463075; Jurkat FADD-/- TNF necroptosis rescue, ATP luminescence, 24 h; 0 = TNF only, 100 = no-TNF cells;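 active = activation, meaning protection from cell death, of at least 50% relative to plate controls; inactive = activation below 50%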;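 note: necroptosis triggered by 40 ng/mL TNF-alpha added together with compound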
# RBBP9 inhibitor = blocks human serine hydrolase RBBP9; recombinant RBBP9, FP-Rh probe fluorescence polarization; inhibition, % at 7.94 µM; 220,000 compounds, 0.2% hits; AID 1515;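 active = inhibition above the campaign mean of all tested compounds plus 3 SD, cut at about 14% in these data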;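 note: plate controls were DMSO wells with RBBP9 for no effect and wells lacking RBBP9 protein for full effect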
# Target sequence (O75884 whole entry, looked up): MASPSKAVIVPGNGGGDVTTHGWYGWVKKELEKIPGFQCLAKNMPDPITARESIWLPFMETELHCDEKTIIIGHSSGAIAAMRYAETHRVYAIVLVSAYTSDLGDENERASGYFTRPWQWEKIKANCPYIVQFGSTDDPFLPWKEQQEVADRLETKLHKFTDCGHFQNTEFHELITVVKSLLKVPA
#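 Controls: DMSO-treated enzyme wells and wells lacking RBBP9 | Material: RBBP9 protein | Technique: Fluorescence polarization | Replication: Single well per compound, no replicates | Buffer or medium: Tris-NaCl-Pluronic buffer, pH 8.0 | Timing: 30 min compound preincubation, 45 min probe labeling, 25 °C | Read-out basis: Percent inhibition from mP, scaled between DMSO and no-protein wells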
# Ba/F3 V617F tox = loss of viability in JAK2V617F-driven Ba/F3 cells. Ba/F3 EpoR-JAK2V617F viability, ATP luminescence. AID 1446. 220,000 compounds, 1.1% hits. inhibition, % at 5.6 µM;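 active = inhibition above the campaign mean plus 3 SD over all tested compounds, cut at about 24% in these data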;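 note: cytokine-independent growth of Ba/F3 cells driven by EpoR plus mutant JAK2; 0% = DMSO-treated cells and 100% = JAK inhibitor I control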
# The depositor's hits bear a star; / = not tested or not shown.
smiles	TRPML3 agonist	zfTRPN1 agonist	PPC-1+TRAIL kill	BaF3 tox	Wee1 degr inh	CHOP inhibitor	TNF death inh	RBBP9 inhibitor	Ba/F3 V617F tox
O=C(CSc1nnc(CNC(=O)c2ccccc2F)o1)Nc1ccc2c(c1)OCO2	1.3	-0.3	-19	0	0	-5	0.7	-4	-3
COc1cc(/C=C/C(=O)OCC(=O)NCc2cccs2)ccc1OC(F)F	-1.2	-1.5	-6	-2	-5	-11	1.6	-8	-8
C[n+]1ccccc1N1CCN(c2ccccc2Cl)CC1	1.3	0.2	22	62*	2	14	0.6	-2	56*
CC(C)(C)NC(=O)NC(=O)COC(=O)Cc1ccc(Cl)cc1Cl	-1.3	0.4	9	7	1	63	1.5	-4	-1
CCn1cc(Br)c(C(=O)NN)n1	0.8	1.3	-8	3	-1	14	0.0	1	-2
CCO[C@H]1OC(C(=O)NCc2nc3ccccc3[nH]2)=C[C@@H](C2CCCCC2)[C@@H]1CCCO	0.6	2.9	5	-2	1	7	1.5	2	0
CCOCc1[nH]c(=S)[nH]c(=O)c1Cc1ccc(OCC(C)C)cc1	-1.9	-1.5	18	10	2	31	-1.6	-4	2
O=C(N/N=C/c1ccco1)c1cccc([N+](=O)[O-])c1	1.1	0.3	7	4	3	-2	0.7	2	-2
COc1cccc(NC(=O)CCN2CCN(c3ccccc3F)CC2)c1	1.2	0.8	2	3	4	30	3.4	8	3
Cc1ccc(NC(=O)CCC(=O)OC(C(=O)c2ccc(C)c(C)c2)c2ccccc2)c(C)c1 (configuration not stated)	-0.1	-0.6	3	10	-2	16	-1.7	0	4
CCOC(=O)C(/C=C(\C#N)C(=O)OCC)=C(/N)N1CCN(c2ccccc2)CC1	0.0	0.9	17	3	1	21	0.1	-3	-2
Cc1c(NC(=O)C(c2ccccc2)c2ccccc2)cccc1C(=O)O	0.3	0.3	-2	0	-1	-41	5.4	-8	-4
N#Cc1c(N)nc2c(c1N)CC(=O)N2c1ccccc1-c1ccccc1	0.2	0.8	-6	5	5	-9	-2.2	1	-2
Cn1ncc(Cl)c1C(=O)Nc1ccncc1	1.2	-0.3	15	2	-1	20	-8.1	-1	-1
CCC(=O)NC(c1ccccc1Cl)c1c(O)ccc2ccccc12 (configuration not stated)	-1.2	-2.6	-1	-1	-5	20	2.0	-4	-3
COc1ccc([N+](=O)[O-])cc1NS(=O)(=O)c1ccccc1	0.0	-0.5	11	5	-1	-10	1.4	-3	-1
CC(=O)Nc1ccc(C(=O)CSc2nnc(Cc3ccccc3)o2)cc1	1.1	0.3	24	3	5	-2	1.1	-4	0
COc1cc(/C=N/Nc2ccc(Cl)c(C(=O)O)c2)ccc1OCC(=O)N1C(C)CCCC1C (configuration not stated)	1.7	1.1	-6	8	-2	-26	0.7	-3	1
Cc1ccc(NC(=O)c2cccc(OC(F)F)c2)c(OC(F)F)c1	-0.2	-3.5	17	6	-1	39	1.8	-3	3
COc1ccc(-n2c(C)nc3c(cnn3-c3ccccc3)c2=O)cc1	3.1	7.0	5	8	0	5	-4.9	-5	1
O=C(NCc1cccs1)c1cccc(N2CCCC2=O)c1	0.7	0.2	7	5	-1	15	0.2	4	-1
O=C(c1ccco1)N1CCN(C(=O)C2CCN(S(=O)(=O)Cc3ccccc3)CC2)CC1	0.3	0.4	8	4	-3	-3	-0.4	3	-4
CCn1c(C)c(C(C)=O)c(NCc2ccccc2)nc1=S	0.3	0.6	9	5	0	13	-1.9	1	3
CC1=NN(C(C#N)c2ccccc2C)C(C)(C)C1 (configuration not stated)	0.6	-0.6	6	4	3	8	-0.7	-4	6
COC(=O)c1[nH]c2ccc(Cl)cc2c1NC(=O)CN1CCC(C(N)=O)CC1	0.1	1.1	5	5	-1	-2	-3.0	-4	1
CCOC(=O)Cn1c(=NC(=O)C2CC2)sc2c(C)cc(C)cc21	-0.3	-3.2	8	-3	1	0	-0.4	-11	2
O=S1(=O)N=C(Oc2ccccc2)c2ccccc21	-0.1	-0.2	0	-1	-3	12	-1.3	-7	-3
O=C(COc1ccc(Br)cc1CO)Nc1ccccc1F	-0.3	-0.2	7	3	2	25	-0.7	-10	3
O=C(COC(=O)/C=C/c1nc2ccccc2s1)Nc1cccc2ccccc12	0.8	-1.6	33	7	4	-5	2.1	-3	-1
C=CCn1c(CNC(=O)c2ccccc2C)nnc1SCC(=O)NC1CCCC1	1.7	1.3	6	5	-2	-6	-0.4	-7	-3

# More results:
smiles	TRPML3 agonist	zfTRPN1 agonist	PPC-1+TRAIL kill	BaF3 tox	Wee1 degr inh	CHOP inhibitor	TNF death inh	RBBP9 inhibitor	Ba/F3 V617F tox
O=c1[nH]c2ccccc2c(=O)n1Cc1ccccc1	1.1	0.1	33	8	0	15	0.5	3	2
COC(=O)Nc1nnc(-c2ccc(OC)cc2)s1	2.0	3.6	20	1	-1	0	-0.4	-6	-1
O=C(Nc1cccnc1)c1scc2c1OCCO2	0.0	2.2	4	-2	3	-5	1.2	-2	-3
C(=N\n1cnnc1)/c1ccc(N2CCOCC2)cc1	0.6	0.9	-2	7	0	17	-6.0	-4	4
Fc1ccc(N2CCN(c3nnnn3-c3ccccc3)CC2)cc1	-0.3	0.6	9	10	1	16	0.6	-7	2
CCCSC1=N/C(=C\c2ccsc2)C(=O)S1	0.6	1.1	16	7	1	60	-10.0	-6	-2
O=C(/C=C\c1ccc2c(c1)OCO2)Nc1c2c(nn1-c1ccc(Cl)cc1)CSC2	0.2	-0.6	-7	8	4	37	4.5	-13	-1
COc1ccc(OC)c(N=Cc2c(O)[nH]c3ccccc23)c1	-0.9	-1.0	21	8	-3	1	-1.4	2	3
CCN(CCCNC(=O)C1CCCN(S(=O)(=O)CC)C1)c1cccc(C)c1 (configuration not stated)	0.1	-0.6	26	1	0	-3	0.2	-8	-5
O=S(=O)(NN=C1CCCCCCC1)c1ccc(Br)cc1	0.1	0.9	23	3	-3	-1	0.1	6	-1
CCOC(=O)/C(C#N)=C/Nc1ccccc1NS(=O)(=O)c1cccc(C(C)=O)c1	0.1	0.3	12	13	-4	2	0.0	0	2
COc1ccccc1N1CCN(C(=O)C(OC(C)=O)c2ccccc2)CC1 (configuration not stated)	1.0	1.2	2	4	-2	-2	0.8	1	0
Cc1onc(-c2ccccc2Cl)c1C(=O)Nc1cccc(-c2nc3ncccn3c2C)c1	12*	5.0	18	6	-2	14	-2.8	-12	0
CCCC(=O)Nc1cc(C)c(NC(=O)c2cccs2)cn1	-0.1	0.5	-4	8	-3	6	0.6	-3	4
C#CCOCCOCCOCCNc1nc(N2CCOCC2)nc(N2CCN(C(=O)[C@H](Cc3ccc(O)cc3)n3cc([C@@H](N)C(C)CC)nn3)CC2)n1 (some centres not stated)	1.0	1.0	2	0	1	-5	1.4	-3	-1
O=C1c2cccc3cccc(c23)C(=O)N1Cc1ccco1	1.2	-0.4	18	16	2	10	0.4	1	1
CC(=O)c1ccc(S(=O)(=O)Nc2ccc(C(=O)NCC(c3ccccc3)N(C)C)cc2)cc1 (configuration not stated)	0.7	0.0	7	3	-2	4	1.3	-6	0
COc1ccc(-c2[nH]c3ccccc3c2SCCNC(=O)c2cc3ccccc3oc2=O)cc1	0.3	0.8	2	6	-2	-15	0.9	-10	-1
COc1ccc(C)cc1S(=O)(=O)N1CCCC(C(=O)NCC2CCCO2)C1 (configuration not stated)	-0.8	-0.2	-1	3	1	-8	-0.7	-6	-3
COc1ccccc1NC(=O)N1CCN(c2ncccn2)CC1	0.6	0.0	3	5	-2	7	-1.5	5	-5
CC(C)C(OC(=O)CCCC(=O)Nc1nccs1)C(=O)NC1CCCCC1 (configuration not stated)	0.4	0.8	-12	7	-3	4	1.5	-6	-2
Cc1nc(Nc2nc(-c3ccccc3)cc(=O)[nH]2)nc2ccccc12	0.0	-2.4	/	7	0	/	-3.6	-7	-1
O=c1c(-c2nnc(SCc3ccc(Cl)cc3)o2)cccn1Cc1ccccc1	0.0	-0.5	1	5	0	41	-6.3	-9	-1
CC(C)OC(=O)CSc1nnc(-c2ccncc2)n1N	0.1	-0.2	-2	1	-1	31	0.7	-4	-3
O=C(NCC1CC1)c1ccc(Oc2cc(Cl)cc(Cl)c2)o1	-0.7	-3.2	-6	-2	0	30	3.6	-7	-4
CC1(C)C/C(=N\NC(=S)Nc2ccccc2F)c2cc(O)ccc2O1	0.1	-1.3	10	2	2	-5	3.4	1	0
Cc1cccnc1NC(=O)COc1ccc2oc3c(c2c1)CCCC3	-0.6	-0.6	33	3	-1	36	-0.2	-4	-5
N/C(=N\O)c1ccc(NC(=O)c2ccc(Br)o2)cc1	-0.7	-0.5	24	5	1	21	-6.2	-2	6
O=C(Nc1nc2n(n1)C(c1ccccc1)CC(c1ccc(Cl)cc1)N2)c1ccco1 (configuration not stated)	1.8	8.5	5	3	-2	-14	-1.3	-2	0
CC1(C)CC(=O)C2=C(C1)Nc1ccccc1S2	0.3	1.5	-2	-1	-2	22	-2.1	4	-4

# Continuation.
smiles	TRPML3 agonist	zfTRPN1 agonist	PPC-1+TRAIL kill	BaF3 tox	Wee1 degr inh	CHOP inhibitor	TNF death inh	RBBP9 inhibitor	Ba/F3 V617F tox
CCOC(=O)C1(CCOc2ccccc2)CCN(Cc2ccc(CO)o2)CC1	1.5	1.6	16	2	1	39	-0.4	-5	-2
O=C(c1ccco1)N1CCN(C(=O)c2cnn3c2NC(c2cccs2)CC3C(F)(F)F)CC1 (configuration not stated)	1.4	1.3	21	4	-1	36	-2.6	-6	1
O=C(O)CC1NC(=O)N(C2CCCCC2)C1=O (configuration not stated)	0.8	1.6	-14	4	-3	-5	-1.1	-5	0
CSCCCNC(=S)N1CCc2ccccc2C1	1.0	0.7	13	6	0	33	-0.2	3	0
N#Cc1ccc2ccn(CC(=O)NC3CCCCC3)c2c1	0.5	0.2	-1	3	2	/	2.3	-8	1
Cc1cc(=O)oc2cc(OCCCN3C(=O)c4ccccc4C3=O)ccc12	0.0	0.8	17	-1	-4	-28	0.9	-7	-3
C=CCc1ccc(OCCn2cccc2C=O)c(OC)c1	-1.1	-1.9	-17	3	1	1	-1.5	-5	-1
COc1ccc(OC)c(C2C(C(N)=O)=C(C)Nc3nc(-c4cccc(Cl)c4)nn32)c1 (configuration not stated)	-0.2	0.0	10	6	1	27	1.3	-9	-2
